SRC2 inh = inhibits human steroid receptor coactivator 2; Q15596; hit rate 0.17% among 370,000; inhibition, % at 9 µM; HEK293 GAL4-SRC2 luciferase reporter, luminescence;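 active = inhibition above the mean inhibition of all tested compounds plus 3 SD, set per campaign, cut at about 52% in these data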;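 also: 0% = DMSO treated cells and 100% = cells given Gossypol at 36 µM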
NCOA1 inh = human NCOA1 inhibition. inhibition, % at 3.6 µM. HEK293 GAL4-SRC1 luciferase reporter, luminescence. hit rate 0.12% among 360,000. Q15788;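 active = inhibition above the campaign mean plus 3 SD, with each screening campaign given its own cutoff, cut at about 60% in these data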;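 also: 0% = DMSO treated cells and 100% = gossypol at 36 µM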
EBV LMP1 NFkB = inhibitors of Epstein-Barr LMP1-induced NF-kappaB reporter; LMP1-induced NF-kappaB luciferase reporter cells, luminescence; inhibition, % at 12.5 µM; hit rate 0.69% among 350,000; AID 504558; in the data active = inhibition above about 41%;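 also: 0% = neutral control wells and 100% = reference inhibitor control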
ABHD5-PLIN5 inh = inhibitors of human ABHD5-perilipin-5 interaction. Q00G26+Q8WTS1. Split G. princeps luciferase complementation, luminescence, 4 h. inhibition, % at 4 µM. hit rate 0.78% among 360,000. AID 602281;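 active = inhibition above the mean inhibition across every tested compound plus 3 SD, cut at about 22% in these data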;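 also: 0% = DMSO only wells and the 100% control is not disclosed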
TLR9-MyD88 block = blocks human TLR9 binding to MyD88 | hit rate 0.21% among 340,000 | inhibition, % at 4.98 µM | CHO BLA complementation TLR9-MyD88, CCF4 FRET ratio | Q9NR96+Q99836;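 active = inhibition above the mean over all tested compounds plus 3 SD, cut at about 21% in these data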;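 also: 0% = DMSO only wells and 100% = clavulanate BLA inhibitor control wells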
NCOA3 inh = inhibits human SRC3 coactivator. Q9Y6Q9. HEK293 GAL4-SRC3 luciferase reporter, luminescence. inhibition, % at 3.6 µM. hit rate 0.17% among 360,000. AID 588352;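 active = inhibition above a per-campaign cutoff, the mean of all compounds plus 3 SD, cut at about 60% in these data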;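 also: 0% = DMSO-treated cells and 100% = gossypol-treated cells at 36 µM; higher means less SRC3-driven luciferase light from the GAL4 reporter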
MC4R ag barr = human MC4R agonism via beta-arrestin; P32245; U2OS MC4R beta-arrestin complementation, luminescence; percent of melanotan II response, DMSO zero; activation, % at 8.9 µM; hit rate 0.98% among 360,000; AID 540308;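 active = activation above a per-plate cutoff, the mean activation of sample wells on that plate plus 3 SD, cut at about 8% in these data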
MC4R antag cAMP = antagonists of human melanocortin 4 receptor (MC4R); P32245; inhibition, % at 6.5 µM; hit rate 0.48% among 360,000; AID 540295; MC4R-expressing cells, MTII-stimulated cAMP, LANCE TR-FRET;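 active = inhibition above its plate's cutoff, the mean of tested wells on that plate plus 3 SD, cut at about 29% in these data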;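 also: 0% = Melanotan II alone and 100% = Melanotan II plus saturating MCL0020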
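Assay system: human MC4R-expressing U2OS cells; reagent: Melanotan II stimulation of cells; dosing: 6.5 µM single dose; timing: compound 30 min, challenge 1 h, detection 1 h; signal: TR-FRET cAMP assay; replicates: one well per compound, no replicates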
COUP-TFII inh = inhibitors of human COUP-TFII (NR2F2); HEK293T NGFI-A luciferase reporter, luminescence; inhibition, % at 8.6 µM; hit rate 0.7% among 370,000;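 active = inhibition above a per-plate cutoff, mean inhibition of test wells between control levels plus 3 SD, cut at about 38% in these data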;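 also: cells cotransfected with COUP-TFII expression vector driving the NGFI-A reporter; 0% = median of COUP-TF2 test wells and 100% = reporter-only cells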
LRH-1 inv ag = suppresses constitutive activity of human LRH-1. AID 602396. inhibition, % at 3.6 µM. HEK293T StAR-luciferase reporter, LRH-1 transfected, 24 h. hit rate 0.13% among 360,000;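 active = inhibition above the mean inhibition of all tested compounds plus 3 SD, cut at about 73% in these data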;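 also: 0% = DMSO wells and 100% = reporter-only cells lacking LRH-1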
Target sequence (O00482 whole entry, looked up): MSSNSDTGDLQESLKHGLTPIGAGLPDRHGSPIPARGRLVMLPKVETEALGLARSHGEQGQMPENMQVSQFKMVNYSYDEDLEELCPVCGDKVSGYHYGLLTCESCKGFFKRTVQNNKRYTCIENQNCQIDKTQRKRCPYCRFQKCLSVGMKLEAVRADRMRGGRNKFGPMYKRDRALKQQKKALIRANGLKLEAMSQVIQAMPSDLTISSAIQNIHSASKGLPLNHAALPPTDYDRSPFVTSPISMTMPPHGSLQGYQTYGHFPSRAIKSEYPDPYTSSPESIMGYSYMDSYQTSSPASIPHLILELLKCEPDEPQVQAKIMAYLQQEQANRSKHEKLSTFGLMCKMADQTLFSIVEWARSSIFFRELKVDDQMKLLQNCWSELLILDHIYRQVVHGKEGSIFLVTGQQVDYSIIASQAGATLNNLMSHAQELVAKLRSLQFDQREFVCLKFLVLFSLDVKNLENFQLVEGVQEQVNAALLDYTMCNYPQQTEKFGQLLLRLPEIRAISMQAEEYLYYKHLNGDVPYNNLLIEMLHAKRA
NOD2 RIPK2 PPI = inhibitors of human NOD2-RIPK2 interaction | inhibition, % at 4.98 µM | AID 624267 | O43353 | CHO BLA complementation NOD2-RIPK2, CCF4 ratio | hit rate 0.38% among 360,000; in the data active = inhibition above about 21%;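 also: 0% = vehicle only and 100% = reference blocker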
Target sequence (O43353 whole entry, looked up): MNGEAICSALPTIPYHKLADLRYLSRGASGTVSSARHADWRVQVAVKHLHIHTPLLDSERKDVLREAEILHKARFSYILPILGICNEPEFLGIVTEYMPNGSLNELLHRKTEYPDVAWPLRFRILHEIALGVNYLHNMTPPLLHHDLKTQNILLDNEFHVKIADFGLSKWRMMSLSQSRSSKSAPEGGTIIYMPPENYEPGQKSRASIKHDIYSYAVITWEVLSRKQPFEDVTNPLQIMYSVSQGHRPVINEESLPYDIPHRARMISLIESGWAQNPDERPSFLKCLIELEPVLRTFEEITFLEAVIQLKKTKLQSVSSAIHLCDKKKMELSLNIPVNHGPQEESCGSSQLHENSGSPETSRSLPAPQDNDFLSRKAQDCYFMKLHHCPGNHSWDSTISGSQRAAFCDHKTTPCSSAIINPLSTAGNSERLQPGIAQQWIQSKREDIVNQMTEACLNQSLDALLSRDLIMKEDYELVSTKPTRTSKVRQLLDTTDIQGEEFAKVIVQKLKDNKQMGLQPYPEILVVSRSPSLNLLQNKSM
* marks the source's active call; other numbers are inactive results; nt = no result given. An excerpt (hit frequency here may not be typical).

Molecule | SRC2 inh | NCOA1 inh | EBV LMP1 NFkB | ABHD5-PLIN5 inh | TLR9-MyD88 block | NCOA3 inh | MC4R ag barr | MC4R antag cAMP | COUP-TFII inh | LRH-1 inv ag | NOD2 RIPK2 PPI
O=C1CCC/C(=N/NC(=O)c2ccc(NS(=O)(=O)c3cccs3)cc2)C1 | -8.7 | 1.2 | -1.6 | 14.3 | 0.9 | 15.6 | 2.0 | 7.9 | 11.3 | 7.2 | 8.9
COc1ccc(CC(=O)n2nc(-c3ccc(Cl)cc3)nc2NCc2ccco2)cc1 | -26.3 | -30.1 | -14.9 | 3.0 | -6.7 | -22.1 | -0.9 | -2.4 | -39.5 | -32.6 | 3.0
CC(C)c1ccccc1NC(=S)N(C)C | -14.9 | 3.7 | 10.4 | -2.0 | 2.6 | 22.9 | 0.1 | 3.7 | -16.2 | -10.5 | -17.6
O=C(Nc1cccc(C(F)(F)F)c1)c1cccnc1NCCO | -29.4 | -5.3 | 2.3 | 8.8 | 2.4 | 3.3 | -2.2 | 1.8 | 7.4 | 25.1 | -2.9
O=C(CC1C(=O)NCCN1C(=O)Nc1ccc(F)cc1F)Nc1ccc(F)cc1 (configuration not stated) | -8.0 | 17.7 | 0.4 | 8.9 | -0.8 | 7.0 | -1.1 | -1.1 | 15.2 | 12.8 | -5.2
COc1ccc(NC(=O)Cn2nc(Cc3cccnc3)c3ccccc3c2=O)cc1OC | -4.0 | -6.3 | -2.3 | 6.2 | -5.2 | 0.5 | -0.3 | 3.8 | 9.1 | -11.6 | 0.9
COCCNC(=O)C(Cc1c[nH]c2ccccc12)NC(=O)OCc1ccccc1 (configuration not stated) | -0.5 | 13.5 | -3.6 | -7.8 | -7.0 | -0.1 | 0.7 | -0.1 | 6.9 | 18.2 | -1.2
O=C1ON=C(c2ccccc2)/C1=C/c1ccc(-c2ccccc2[N+](=O)[O-])o1 | -14.8 | 5.7 | -7.4 | 34.9* | 17.2 | 9.3 | -1.4 | 31.7* | 4.7 | -12.8 | -2.5
CC12CCC(C(=O)Nc3c(Cl)cccc3Cl)(C(Br)C1=O)C2(C)C (configuration not stated) | 10.6 | 7.8 | -2.4 | -3.3 | -7.6 | 11.0 | 3.6 | 10.1 | -4.0 | 0.3 | 3.6
CSCC[C@H](N)C(=O)N1CCC(C(=O)N[C@@H](Cc2c[nH]c3ccccc23)C(=O)O)CC1 | 7.2 | 7.6 | 5.3 | 15.0 | -9.7 | 4.1 | -0.9 | 3.4 | 4.6 | 10.1 | -2.3
CCCCC(=O)Nc1cc(OC)c(NC(=O)C2CCCCC2)cc1OC | -10.3 | -17.2 | -10.8 | 1.8 | -7.1 | 18.8 | -1.2 | 14.1 | 2.6 | -12.0 | 0.0
O=C(Cc1n[nH]c(=O)c2ccccc12)N1CCN(c2ccc(F)cc2)CC1 | 2.4 | -16.1 | -8.3 | -2.9 | 11.4 | -11.8 | -2.8 | 5.3 | -9.8 | 9.2 | -6.9
CCc1ccc2[nH]c(=O)c(C3C(C#N)=C(N)Oc4c3ccc3cccnc43)cc2c1 (configuration not stated) | -16.6 | -9.8 | 16.7 | -6.0 | -1.1 | -9.2 | 3.4 | -3.5 | 7.6 | -15.1 | -16.5
CNc1nc(-c2ccc3c(c2)CCN3C(=O)c2ccccc2C)cs1 | -51.6 | -90.0 | -39.8 | -5.5 | -0.5 | -91.1 | -2.1 | 13.5 | -47.7 | -83.6 | 12.5
C[C@H](NC(=O)c1ccco1)C(=O)NNC(=O)COc1cccc(C(F)(F)F)c1 | 13.3 | 7.3 | 3.4 | 5.6 | -9.6 | -4.0 | -2.7 | 9.9 | 8.3 | -7.0 | 4.0
Cc1ccc(N2CC(C(=O)NC(C)CCc3ccccc3)CC2=O)cc1 (configuration not stated) | -1.2 | -17.1 | 0.4 | -9.0 | -4.7 | -23.0 | -2.2 | 10.8 | 27.8 | -1.0 | -6.6
CC(=O)c1cccc(NC(=O)CC2S/C(=N/N=C/c3ccccc3)NC2=O)c1 (configuration not stated) | 4.0 | -10.5 | 5.4 | 4.2 | -3.3 | -5.0 | -1.9 | 9.3 | 15.2 | -17.5 | -12.1
CCCc1nc2ccccc2c(C(=O)OCC(=O)Nc2c(C)n(C)n(-c3ccccc3)c2=O)c1CC | -16.6 | -4.5 | 2.5 | 0.9 | -6.6 | 20.6 | -1.7 | 6.5 | -8.0 | 28.1 | -3.8
O=C(NC1CCCCC1)C1c2ccccc2C(=O)N1Cc1ccc2c(c1)OCO2 (configuration not stated) | 9.6 | 9.5 | -3.0 | 0.5 | -6.1 | 14.6 | -2.5 | 6.7 | 1.6 | -1.2 | 0.8
O=C(O)Cn1c(Cc2ccccc2)nc2ccccc21 | -9.8 | 5.0 | 4.6 | -1.1 | -1.0 | -7.1 | -2.2 | 3.0 | 1.5 | -18.8 | 6.5

Remaining list, next part.
Molecule | SRC2 inh | NCOA1 inh | EBV LMP1 NFkB | ABHD5-PLIN5 inh | TLR9-MyD88 block | NCOA3 inh | MC4R ag barr | MC4R antag cAMP | COUP-TFII inh | LRH-1 inv ag | NOD2 RIPK2 PPI
C=CCSc1nc(C)c(CC=C)c(=O)[nH]1 | 15.4 | 9.2 | 1.7 | 0.9 | -7.5 | -4.5 | -1.2 | 7.8 | 13.8 | -4.9 | -4.5
CS(=O)(=O)N1CCN(c2nnc(-c3ccccc3)c3ccccc23)CC1 | 0.9 | 1.1 | 8.6 | 0.1 | -0.5 | 12.5 | 0.3 | 16.6 | 17.3 | 13.2 | 4.5
O=C(Nc1c(C(=O)N2CCOCC2)cnn1-c1ccccc1Cl)c1ccco1 | -19.8 | -15.1 | -3.5 | -1.3 | -4.6 | 10.9 | -2.0 | 0.9 | 20.7 | -6.4 | -3.5
O=C(NCC(=O)N1CCCCCCC1)c1ccc(Cl)c(Cl)c1 | -19.6 | -7.8 | -16.5 | 1.7 | -2.5 | -21.5 | -0.6 | -4.2 | -2.8 | -14.7 | -5.1
COc1cccc(CSc2nnc(-c3ccco3)n2C)c1 | -0.8 | -13.1 | -4.3 | -2.9 | 3.1 | -17.6 | -1.6 | -1.0 | -3.0 | 12.3 | 5.9
Cc1ccc(NC(=O)CSc2nnc(Cc3cccn3C)n2-c2ccc(F)cc2)cc1 | 1.5 | -2.0 | -9.2 | 3.3 | -3.3 | 5.1 | 1.8 | -0.7 | 1.2 | 20.0 | -1.0
COc1ccc(-c2csc(C3=C(O)CN(Cc4ccc(Cl)cc4)C3=N)n2)cc1OC | -15.8 | -8.3 | 12.8 | -1.9 | -2.2 | 1.6 | 102.5* | 6.4 | -11.1 | -4.2 | 7.9
O=C(c1ccco1)N1N=C(c2cccs2)CC1c1ccco1 (configuration not stated) | 15.3 | -7.0 | 3.0 | 1.1 | 3.0 | -13.7 | -1.7 | -7.3 | 1.3 | 12.9 | 0.6
Cc1ccc(CCC(=O)Nc2ccc(CC(=O)O)cc2)o1 | -12.9 | -29.0 | 0.5 | 4.1 | 7.3 | -14.4 | -2.1 | 13.3 | -9.4 | -7.3 | 0.5
COCCC(=O)N1CCC(Oc2ccc(C(=O)N3CCCCCC3)cc2)CC1 | -4.8 | 0.8 | 7.8 | -3.8 | 1.7 | 4.4 | -3.5 | 8.3 | 4.0 | 7.2 | -14.7
COc1ccc(C2/C(=C(/O)c3ccccc3)C(=O)C(=O)N2c2ncccn2)cc1OC (configuration not stated) | 3.3 | -22.6 | 3.0 | 3.9 | -11.0 | 13.9 | 1.0 | -0.5 | -6.0 | 6.4 | -1.8
O=C(CSc1nc2ccccc2o1)N1CCN(c2ccc(Cl)cc2)CC1 | -2.9 | -12.6 | -10.4 | 5.9 | -1.4 | -14.9 | -1.5 | 0.6 | 5.3 | 17.3 | -8.8
Cc1ccccc1CCN(CC(=O)NCc1ccc(F)cc1)C(=O)c1csnn1 | -8.3 | -0.9 | 2.1 | 2.5 | -4.6 | 3.4 | -1.4 | 0.1 | -8.4 | -11.1 | -9.2
CSc1nsc(SCC(=O)Nc2ccc(Br)cn2)n1 | -19.8 | -39.5 | -31.1 | -3.5 | -3.4 | -19.4 | 0.0 | 1.4 | -22.9 | -25.7 | 3.1
O=C(Nc1ccccc1)c1ccccc1OS(=O)(=O)c1ccccc1 | 8.5 | 9.0 | 3.2 | 2.7 | -3.6 | -13.7 | 2.0 | 4.0 | -19.1 | -23.1 | -4.7
CCOc1ccc(S(=O)(=O)NC(C)(C)C)cc1-c1nc2c(C(C)(C)C)nn(C)c2c(=O)[nH]1 | 1.4 | 13.2 | 2.3 | -3.0 | 2.5 | 13.3 | -0.4 | 2.8 | 8.0 | 23.9 | 4.2
Cc1ccc(C)c(CNS(=O)(=O)c2c(C(=O)N3CCCC3)c(C)n(C)c2C)c1 | -27.9 | 14.6 | -5.1 | 10.1 | 5.0 | 29.9 | -0.4 | 8.8 | 3.9 | -4.9 | -2.8
COC(=O)c1nnn(-c2nonc2N)c1CN1CCCC1 | 1.8 | 3.1 | -2.9 | 1.8 | 2.5 | -3.4 | 0.2 | 7.8 | -7.5 | 14.8 | 1.1
CCN1CCCC1CNS(=O)(=O)c1cccc(C(F)(F)F)c1 (configuration not stated) | 1.8 | -14.3 | 5.9 | -3.6 | -0.5 | 4.5 | -2.2 | -3.6 | 9.5 | -12.3 | -3.0
COc1ccc(N2C(=O)CC(NCc3ccncc3)C2=O)cc1 (configuration not stated) | 1.5 | 4.1 | -9.4 | 3.5 | -0.8 | -10.5 | 0.1 | 4.9 | 6.3 | 17.8 | 2.1

Continued.
Molecule | SRC2 inh | NCOA1 inh | EBV LMP1 NFkB | ABHD5-PLIN5 inh | TLR9-MyD88 block | NCOA3 inh | MC4R ag barr | MC4R antag cAMP | COUP-TFII inh | LRH-1 inv ag | NOD2 RIPK2 PPI
O=C(/C=C/c1cccs1)N1CCN(Cc2ccc3c(c2)OCO3)CC1 | -31.5 | -45.8 | 6.4 | 3.2 | 9.2 | 8.7 | -1.5 | 0.8 | 0.8 | -13.5 | -8.6
O=C(Nc1ccc(F)cc1)C(c1ccncc1)N1CCN(c2cccc(C(F)(F)F)n2)CC1 (configuration not stated) | -17.4 | nt | nt | -3.9 | nt | nt | nt | nt | -18.9 | 39.5 | -17.8
CC[C@H](C)C(N)c1cn([C@@H](CC(N)=O)C(=O)N2CCNCC2)nn1 (some centres not stated) | 3.6 | 3.1 | -3.0 | 2.9 | -1.4 | -13.3 | -0.8 | -1.3 | 12.5 | 0.1 | -1.4
Cc1cccc(C)c1Nc1n[nH]c(=S)s1 | -7.7 | 11.9 | -1.5 | -16.3 | -1.1 | -14.7 | -3.8 | 12.8 | 6.0 | 11.1 | 0.7
O=C(COC(=O)/C=C/c1ccccc1Cl)NCCNC(=O)COC(=O)/C=C/c1ccccc1Cl | -22.0 | -7.4 | -8.3 | -1.1 | -5.0 | -13.3 | 12.2* | 3.5 | 1.2 | 5.8 | -2.9
CCc1noc(C)c1C(=O)N1CCN(S(=O)(=O)c2cccc(C(F)(F)F)c2)CC1 | -21.0 | -11.7 | 8.1 | 2.7 | -4.7 | 12.9 | 0.1 | 1.4 | -11.8 | -7.9 | -10.4
